RPL19A-GFP yeast = alters RPL19A-GFP fluorescence in TOR pathway yeast screen; percent response vs DMSO, % at 10 µM; 0.3% of 330,000 active; S. cerevisiae RPL19A-GFP strain, flow cytometry, 3 h; stronger effect = lower value;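 active means percent response vs DMSO below 50%; inconclusive means fewer than 70 events counted for the yeast strain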;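 further: median channel GFP fluorescence of the barcoded RPL19A-GFP strain; ratio of sample median GFP to plate DMSO average so 100% = DMSO; lower means less RPL19A-GFP as with rapamycin TOR inhibition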
LAP4 TOR yeast = modulators of TOR pathway LAP4-GFP in S. cerevisiae | GFP response vs DMSO, % at 10 µM | S. cerevisiae LAP4-GFP multiplex, flow cytometry GFP, 3 h; median GFP as percent of DMSO wells | 0.34% of 320,000 active;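 active means GFP response vs DMSO above a set limit, about the screen mean plus 3 SD, cut at about 150% in these data; inconclusive means under 70 cell events counted for the yeast strain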
Efflux pump inh = blocks antifungal efflux pumps in multiplex yeast assay | S. cerevisiae Candida pump triplex, Nile Red efflux | inhibition, % at 10 µM | 0.44% of 330,000 active | AID 485275;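 active means plate passing quality check with inhibition over a set limit, or well fluorescence over plate mean plus 4 SD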;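 further: Nile Red retained in pooled yeast measured as flow cytometry median fluorescence; 0% = buffer negative control and 100% = Enniatin B positive control; higher means more Nile Red kept so more efflux inhibition; some compounds called inactive have numbers as strong as hits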
AHR activator = activators of human aryl hydrocarbon receptor | P35869 | AHR-responsive luciferase reporter cells, luminescence | activation, % at 5 µM | 2.5% of 320,000 active; in the data active means activation above about 47%;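 further: 0% = vehicle wells and 100% = reference agonist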
Target sequence (P35869 whole entry, looked up): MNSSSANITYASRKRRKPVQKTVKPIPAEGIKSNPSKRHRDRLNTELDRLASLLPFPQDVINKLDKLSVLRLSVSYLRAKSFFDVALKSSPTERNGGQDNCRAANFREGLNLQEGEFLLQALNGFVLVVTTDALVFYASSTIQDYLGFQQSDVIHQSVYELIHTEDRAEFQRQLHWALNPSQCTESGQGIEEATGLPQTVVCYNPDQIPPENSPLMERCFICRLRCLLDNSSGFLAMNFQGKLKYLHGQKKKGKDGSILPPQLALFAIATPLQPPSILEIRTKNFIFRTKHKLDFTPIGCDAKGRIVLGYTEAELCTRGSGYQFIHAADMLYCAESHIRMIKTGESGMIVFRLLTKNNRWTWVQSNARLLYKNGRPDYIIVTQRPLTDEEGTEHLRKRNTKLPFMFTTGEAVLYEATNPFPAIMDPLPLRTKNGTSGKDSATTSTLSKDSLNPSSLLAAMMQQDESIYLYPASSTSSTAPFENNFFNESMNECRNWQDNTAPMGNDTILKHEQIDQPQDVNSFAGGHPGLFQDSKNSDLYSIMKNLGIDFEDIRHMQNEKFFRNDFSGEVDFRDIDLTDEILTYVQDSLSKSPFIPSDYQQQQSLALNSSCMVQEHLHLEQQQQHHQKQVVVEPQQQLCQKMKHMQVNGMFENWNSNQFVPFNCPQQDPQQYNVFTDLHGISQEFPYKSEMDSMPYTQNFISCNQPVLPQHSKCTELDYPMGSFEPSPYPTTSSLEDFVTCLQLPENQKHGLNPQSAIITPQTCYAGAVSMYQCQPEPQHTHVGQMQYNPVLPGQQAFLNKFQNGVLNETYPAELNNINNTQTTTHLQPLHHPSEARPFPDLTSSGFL
AGP1-GFP MLPCN = alters AGP1-GFP fluorescence in TOR pathway yeast screen; S. cerevisiae AGP1-GFP multiplex flow cytometry, 3 h; GFP as percent of DMSO wells; GFP response vs DMSO, % at 10 µM; 0.02% of 320,000 active; AID 2066;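 active means GFP response relative to DMSO above a set limit, near screen average plus 3 SD, cut at about 150% in these data; inconclusive means fewer than 70 cells counted for the yeast strain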;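 further: median GFP channel fluorescence of the gated AGP1 strain per well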
MEP2 TOR yeast = alters MEP2-GFP fluorescence in TOR pathway yeast screen; 0.51% of 330,000 active; GFP response vs DMSO, % at 10 µM; S. cerevisiae MEP2-GFP strain, flow cytometry GFP, 3 h; 100% = DMSO control level;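 active means GFP response versus DMSO above a set limit, roughly screen mean plus 3 SD, cut at about 180% in these data; inconclusive means fewer than 70 cells counted for a yeast strain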;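 further: median GFP fluorescence of the barcode-gated MEP2-GFP cells per well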
Yeast superoxide = lowers age-related superoxide in aged yeast cells; S. cerevisiae aged cells, superoxide DHE fluorescence; stronger effect = lower value; superoxide response (% of plate mean), % at 10 µM; 0.18% of 330,000 active;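 active means superoxide response under a set limit, about three screen SD below normal, cut at about 65% in these data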;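 further: yeast aged for seven days with compound at 30 °C before DHE staining; 100% = average MFI of all compound-treated wells on the plate with controls excluded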
CIT2 TOR yeast = alters CIT2-GFP fluorescence in TOR pathway yeast screen; S. cerevisiae CIT2-GFP strain, flow cytometry, 3 h; 100 means same as DMSO wells; GFP response vs DMSO, % at 10 µM; 0.065% of 320,000 active; AID 2029;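 active means GFP response relative to DMSO above a set limit, near the screen mean plus 3 SD, cut at about 150% in these data; inconclusive means Fewer than 70 cells measured for a yeast strain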;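 further: ratio of well median GFP fluorescence to mean of DMSO wells on the plate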
Active calls of the source: *; i = inactive; ? = inconclusive; . = not tested or not shown; [ ] = remark or other dose.

SMILES | RPL19A-GFP yeast | LAP4 TOR yeast | Efflux pump inh | AHR activator | AGP1-GFP MLPCN | MEP2 TOR yeast | Yeast superoxide | CIT2 TOR yeast
CCOC1Cc2ccccc2N(C(N)=O)c2ccccc21 (stereo not drawn) | 96.2 | 91.7 | -0.1 | 9.3 | 97.6 | 95.9 | 93.4 | 91.4
O=C(CSc1nnc(-c2ccncc2)n1Cc1ccco1)OC1CCCCC1 | 103.3 | 94.2 | 0.2 | 0.6 | 105.1 | 103.6 | 96.7 | 98.6
COc1ccc(NS(=O)(=O)c2cc(NC(=O)c3cccs3)ccc2N2CCOCC2)cc1 | 97.5 | 105.9 | 0.0 | 5.0 | 103.5 | 101.7 | 99.6 | 102.2
COc1ccc(CN2CCNC(=O)C2CC(=O)NCCN2CCCCC2=O)c(F)c1 (stereo not drawn) | 91.0 | 86.6 | 5.1 | 0.4 | 84.0 | 89.4 | 88.3 | 91.0
COc1ccc(C(=O)O)cc1F | 104.1 | 96.1 | -0.1 | -0.8 | 97.6 | 101.4 | 94.5 | 101.0
CCOC(=O)N1CCN(c2cc(C)nc3nc(C)nn23)CC1 | 101.9 | 107.8 | 0.4 | 1.9 | 106.8 | 111.3 | 99.1 | 95.8
CCN1CCN(Cc2ccc(NC(=O)c3cc(NC(=O)c4ccc5n[nH]nc5c4)cc(OC)c3)cc2C(F)(F)F)CC1 | 98.0 | 122.3 | 0.2 | 1.3 | 87.4 | 96.7 | 108.8 | 93.9
O=C(COC(=O)c1ccccc1Br)Nc1ccccc1F | 100.1 | 96.8 | 0.5 | 3.8 | 99.4 | 111.8 | 88.2 | 83.6
Cc1ccc(C(=O)Nc2cccc(S(=O)(=O)N3CCOCC3)c2)cc1[N+](=O)[O-] | 105.7 | 100.1 | 0.1 | 5.1 | 98.2 | 109.3 | 109.6 | 109.6
CCOC(=O)CSc1nccc(N(C)C)c1C#N | 89.7 | 84.0 | 0.0 | 3.5 | 91.6 | 88.4 | 94.4 | 90.1
CCCCC(=O)Nc1ccc(NC(=S)NC(=O)CCCCl)cc1OC | 102.9 | 93.3 | 0.5 | 19.1 | 98.0 | 103.1 | 101.2 | 93.6
Cc1[nH]n(-c2ccccc2)c(=O)c1-c1ccc(Cl)cc1 | 102.2 | 104.6 | -0.1 | 1.6 | 95.0 | 100.0 | 100.3 | 106.4
COc1ccc(C(=O)N/N=C/c2c(CO)cnc(C)c2O)cc1 | 89.5 | 83.3 | -0.1 | 6.7 | 85.0 | 91.7 | 105.5 | 95.2
Cc1c(C(=O)N(Cc2ccco2)Cc2cccs2)oc2ccccc12 | 97.7 | 113.9 | -0.1 | 16.0 | 94.9 | 94.1 | 115.6 | 91.7
O=S(=O)(Nc1cccc2cccnc12)c1ccccc1 | 101.9 | 99.7 | 0.0 | -2.5 | 101.5 | 100.6 | 102.9 | 109.3
COc1cccc(/C=N/NC(=O)c2cc(-c3cccn3C)n[nH]2)c1O | 107.6 | 94.1 | -0.1 | 15.2 | 105.0 | 98.4 | 113.3 | 116.2
CC(C)(C)Nc1nc(SCC(=O)Nc2ccccc2)nc(N2CCOCC2)n1 | 92.0 | 92.8 | 0.1 | 1.1 | 91.2 | 88.0 | 109.5 | 85.9
COC(=O)c1cc(NC(=O)Cc2cc(OC)c(OC)c(OC)c2)cc(C(=O)OC)c1 | 86.2 | 83.6 | -0.1 | -3.1 | 85.4 | 89.3 | 107.8 | .
Cc1ccccc1OCC(=O)N1CCCc2ccccc21 | 103.7 | 103.0 | 0.1 | -3.6 | 105.5 | 105.4 | 71.1 | 102.0
CC(C)(C)c1cc(N/C=C\c2nnnn2-c2ccc(Br)cc2)no1 | 101.9 | 106.9 | 0.0 | 4.2 | 105.1 | 107.1 | 94.7 | 109.7
CCOc1ccc(N(CC(=O)Nc2ccc(F)c(F)c2)S(=O)(=O)c2c(C)noc2C)cc1 | 100.5 | 97.8 | -0.1 | 2.4 | 107.8 | 103.4 | 116.0 | 106.3
CCc1cccc(CC)c1NC(=O)Cn1c(-c2ccccc2Cl)nc2ccccc21 | 108.5 | 86.9 | 0.2 | 2.8 | 101.6 | 109.1 | 104.7 | 106.9
COc1ccc(NC(=O)CSc2nnc(-c3cccnc3)s2)cc1 | 101.0 | 103.3 | 0.2 | 1.4 | 105.0 | 106.2 | 99.1 | 102.7
Cc1cccc(C)c1NC(=O)NN=C1CCCCC1 | 98.4 | 109.8 | -0.1 | 2.4 | 101.5 | 94.4 | 109.9 | 90.6
Cc1cc(C)cc(-n2c(C)cc(/C=N/NC(=O)c3ccncc3)c2C)c1 | 96.0 | 96.2 | -0.1 | 10.6 | 99.6 | 94.8 | 100.9 | 100.0
Cc1cc(-c2n[nH]c(=S)n2Cc2ccccc2)cs1 | 106.9 | 95.8 | -0.1 | -2.0 | 105.6 | 101.1 | 93.0 | 105.0
CC1(C(=O)Nc2nnc(C(C)(C)C)s2)Cc2ccccc2C(=O)O1 (stereo not drawn) | . | 90.2 | -0.4 | -1.4 | 99.1 | 97.7 | 109.0 | 96.2
Cc1ccc(-c2nc(C(=O)NCCCN3CCOCC3)cc3c2[nH]c2ccccc23)cc1 | 91.3 | 98.4 | 0.6 | 1.6 | 93.9 | 101.8 | 120.9 | 84.2
COc1ccc(OCC(=O)NC(=S)Nc2ccc(S(=O)(=O)Nc3cc(C)on3)cc2)cc1 | 107.8 | 72.6 | 0.2 | 0.7 | 92.1 | 95.9 | 112.2 | 89.0
C=CCn1c(SCC(=O)Nc2cc(C)ccc2C)nnc1-c1cnccn1 | 98.0 | 96.4 | -0.3 | -0.8 | 108.9 | 106.0 | 92.9 | 104.2
O=C(CSc1ncn[nH]1)c1ccc2c(c1)OCO2 | 91.6 | 93.9 | 0.4 | 5.1 | 91.8 | 93.9 | 110.9 | 86.8
O=C(C1=C(O)C(=O)N(Cc2cccnc2)C1c1ccccn1)c1cccs1 (stereo not drawn) | 100.4 | 97.1 | -0.1 | 3.2 | 105.7 | 96.4 | 101.8 | 110.1
Cc1ccc(Cn2c(N)nc3ccccc32)cc1 | 98.1 | 97.1 | 0.2 | 4.6 | 98.5 | 100.7 | 99.6 | 93.0
O=C(CSc1nnc(-c2cc(-c3cccs3)nc3ccccc23)o1)NC1CCCCC1 | 99.7 | 95.1 | -0.3 | -2.9 | 98.1 | 103.9 | 111.3 | 98.4
CCCCn1c(N)c(N(CC(C)C)C(=O)COC(=O)C2(c3ccccc3)CC2)c(=O)[nH]c1=O | 100.6 | 109.8 | -0.2 | 0.2 | 110.3 | 101.3 | 95.3 | 99.4
Cc1cc(Br)ccc1NC(=O)CN(C)C(=O)CSCc1ccccc1 | 98.0 | 96.0 | 0.2 | 6.7 | 100.9 | 101.8 | 96.5 | 100.4
OC(CNCC1CCCCC1)COc1ccccc1 (stereo not drawn) | 48.7*[may fluoresce violet] | 63.4[may fluoresce violet] | 0.4 | 0.6 | ? | 361.5*[may fluoresce violet] | 97.8 | ?
O=C(Nc1nc2ccccc2[nH]1)C1CCN(S(=O)(=O)c2cccs2)CC1 | 92.9 | 93.2 | 0.0 | -0.3 | 93.4 | 99.5 | 93.7 | 95.8
CCC1(CC)NC(=O)N(CC(=O)Nc2ccc(C)cc2C)C1=O | 101.5 | 94.8 | -0.1 | -1.6 | 101.8 | 104.0 | 120.6 | 105.9
COc1ccc(CNc2nc3ccc(C)cc3s2)c(OC)c1OC | 99.2 | 109.7 | 0.1 | 5.2 | 93.8 | 98.7 | 99.6 | 90.1
O=C(Nc1nc2ccccc2s1)c1ccc(N2CCCCC2)c([N+](=O)[O-])c1 | 101.3 | 104.0 | -0.2 | 11.8 | 108.0 | 99.8 | 100.3 | 94.4
Cc1ccc(C(=O)Nc2nc3ccccc3s2)s1 | 93.8 | 118.9 | -0.5 | 78.8* | 98.7 | 100.6 | 92.7 | 91.8
COc1cc(O)oc1C=Nc1ccc(C(=O)O)cc1 | 103.6 | 81.2 | -0.1 | 18.4 | 93.6 | 108.1 | 88.1 | 101.4
COc1ccc(NC(=O)c2ccc(S(=O)(=O)NCc3cccnc3)cc2)cc1 | 100.0 | 104.1 | 0.1 | -1.6 | 107.8 | 113.9 | 104.1 | 103.3
CCCCn1c(=O)[nH]c(=O)c2c(C(=O)OCC)cc(-c3cccs3)nc21 | 92.3 | 101.0 | 0.0 | 0.4 | 89.8 | 91.4 | 102.6 | 94.4
Cc1cc(C)nc(N2CCCC(C(=O)NC(C)CCc3ccco3)C2)n1 (stereo not drawn) | . | 93.5 | 0.8 | -3.0 | 93.6 | 96.5 | 96.7 | 96.2
CCOc1ccc(S(=O)(=O)N2CCC(C(=O)NC3CCCC3)CC2)cc1 | 110.0 | 82.3 | 0.0 | -1.6 | 101.5 | 102.5 | 99.9 | 112.4
C1CC1Cc1noc(CN2CCN(CC3CC3)CC2)n1 | 98.3 | 97.2 | 0.0 | 0.2 | 104.3 | 94.5 | 99.2 | 93.4
COc1ccc2c(c1)c1nc3n(c(=O)c1n2CC(=O)Nc1cc(C)[nH]n1)CCS3 | 104.7 | 109.9 | -0.1 | -0.1 | 112.7 | 111.0 | 92.9 | 109.9
O=C(CSc1ccc(-c2ccccn2)nn1)NCc1ccccc1 | 98.2 | 105.7 | 0.1 | 5.7 | 103.1 | 94.8 | 100.0 | 98.2
O=C(CSC(=S)N1CCCCC1)c1c(F)cccc1F | 101.3 | 97.4 | 0.1 | 19.5 | 89.8 | 104.8 | 90.9 | 87.4
O=C(COC(=O)/C=C/c1cn(-c2ccccc2)nc1-c1cccnc1)Nc1ccc(Cl)cc1Cl | 103.2 | 93.4 | -0.1 | -2.9 | 101.0 | 89.4 | 93.2 | 100.0
Cc1c(Cl)cccc1-n1c(-c2cccnc2)n[nH]c1=S | 102.8 | 99.4 | -0.1 | -0.4 | 106.6 | 105.1 | 82.9 | 102.0
CCCCCNC(=O)c1ccc2c(=O)n(CC3CCCO3)c(=O)[nH]c2c1 (stereo not drawn) | 102.4 | 106.2 | 0.2 | 2.1 | 107.9 | 108.4 | 107.3 | 103.0
CCOc1ccc(NC(=O)CN(C)C(=O)Cc2sc(C)nc2-c2ccc(F)cc2)cc1OCC | 99.8 | 94.2 | -0.2 | 6.1 | 102.0 | 100.0 | 87.2 | 98.3
Clc1ccc(OCCN2CCN(c3ncnc4sccc34)CC2)cc1 | 97.8 | 101.1 | -0.1 | -12.3 | 98.2 | 103.8 | 94.7 | 103.8
CCOC(=O)c1ccc(NC(=O)CN2C(=O)NC3(CCC(C)CC3)C2=O)cc1 (stereo not drawn) | 98.7 | 88.5 | 0.1 | 4.9 | 94.7 | 100.9 | 104.7 | 97.0
O=C(N[C@H]1CC1c1ccccc1)c1ccc([N+](=O)[O-])cc1 (stereo partly drawn) | 91.1 | 103.0 | 0.0 | -0.5 | 93.6 | 89.2 | i | 77.5
Nc1ccc2oc(-c3cccs3)nc2c1 | 104.7 | 91.0 | 0.0 | 13.9 | 116.8 | 104.4 | 87.7 | 109.1
CCO/C=C1/C(=O)N(C(C)=O)c2ccccc21 | 101.4 | 103.5 | 0.1 | 7.8 | 91.3 | 100.2 | 98.1 | 82.5
COc1cc(C(=O)NCc2ccc3[nH]c(C)cc3c2)cc(OC)c1OC | 92.4 | 95.2 | 0.1 | 1.9 | 97.3 | 99.4 | 98.1 | 99.5
